# Source: PubChem BioAssay (Southern Research Specialized Biocontainment Screening Center)
# K1F lysis inhibition: protection from phage-mediated lysis, alamar blue read-out – E. coli UTI89, K1F phage, bacterial capsule biogenesis inhibitors (AID 488966); E. coli UTI89 K1F phage lysis, alamar blue, 2 h; higher % means a stronger effect; inhibition, % at 100 µM; hits with a dose series show IC50 in µM; 340,000 tested, 0.02% active;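 active means phage lysis inhibition, versus mean bacterial control, above a set limit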;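 further: capsule biogenesis inhibitors block K1F phage lysis so surviving cells raise fluorescence; higher fluorescence means more inhibition of phage lysis; actives were called in the ten point dose series up to 300 µM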
# The depositor's hits bear a star; i = inactive; [ ] = another dose, or the depositor's remark. This is a subset. The share of hits here may be higher or lower than overall.
SMILES,K1F lysis inhibition
Cc1cc2cc(C)c3nnc(SCC(=O)N4CCN(C(=O)c5ccco5)CC4)n3c2cc1C,0.0%
Nc1cccnc1S(=O)(=O)c1cccc(C(F)(F)F)c1,-0.2%
Cc1cc[n+](Cc2ccccc2)c(N)c1,1.4%
CCOc1ccccc1OCCCC(=O)Nc1cccc(S(=O)(=O)N2CCOCC2)c1,0.0%[50 µM]
COc1ccc2c(c1)C(O)C(CO)C(C(=O)O)C2 (stereo not given),-0.1%
CCOc1ccc(S(=O)(=O)N2CCN(CCNS(=O)(=O)c3ccc(C)cc3)CC2)cc1,0.4%[50 µM]
O=C(COC(=O)c1ccc(Cl)nc1)NCCc1ccccc1,0.5%[50 µM]
OCCN1CCN(CC/C=C2/c3ccccc3Sc3ccc(C(F)(F)F)cc32)CC1,i
CCCn1nc(C(=O)NNC(=O)CSCC(=O)Nc2cc(C)on2)c2ccccc2c1=O,0.8%[50 µM]
COc1ccc(-c2cc3onc(-c4c(Cl)cccc4Cl)c3c(=O)n2C)cc1,0.4%
CN1CCCN(C(=O)CNC(=O)c2ccc(Cl)cc2Cl)CC1,1.4%
CCOc1cc(N2CCOCC2)c(OCC)cc1NC(=O)c1[nH]c(C)c(C(C)=O)c1C,0.4%[50 µM]
Cc1ccc(NC(=O)c2ccc3c(=O)n4c(nc3c2)CCC4)cc1S(=O)(=O)N(C)C,1.5%[50 µM]
Cc1cn(C2CCCCO2)c(=O)nc1NO (stereo not given),2.1%
CC(C)(C)N1C(=O)[C@H]2[C@@H](c3ccc(Br)cc3)N3C(=O)N(c4cccc(F)c4)C(=O)[C@@]3(C)[C@H]2C1=O,3.4%

# Arranged by count of non-hydrogen atoms (ascending): some entries from above
SMILES,K1F lysis inhibition
COc1ccc2c(c1)C(O)C(CO)C(C(=O)O)C2 (stereo not given),-0.1%
CN1CCCN(C(=O)CNC(=O)c2ccc(Cl)cc2Cl)CC1,1.4%
Cc1ccc(NC(=O)c2ccc3c(=O)n4c(nc3c2)CCC4)cc1S(=O)(=O)N(C)C,1.5%[50 µM]

# Next structures follow:
SMILES,K1F lysis inhibition
COc1cc2cnc(C3=CCCCC3)cc2cc1OC,0.7%
CC(C)N(C(=O)[C@H]1C[C@H](CC(=O)NCCCn2ccnc2)C(=O)N2CCc3c([nH]c4cc(CCC(=O)N(C)C)ccc34)[C@]12C)C(C)C,0.2%
Cc1ccc(S(=O)(=O)N2CCN(C(=O)CSc3n[nH]c(N)n3)CC2)c(C)c1,0.5%[50 µM]
CSc1ccccc1NC(=O)COC(=O)c1ccc(-n2nc(C)cc2C)cc1,0.7%[50 µM]
O=S(=O)(CCNCc1ccco1)NC1CCCCC1,0.1%
COc1ccc(NC(=O)c2cc(-c3ccc(C)o3)nc3ccccc23)cc1,-1.3%
Cc1ccc(-c2nc(C)sc2CC(=O)OCC(=O)Nc2ccc(F)c(Cl)c2)cc1,0.0%
CCN(CC)c1ccc(N)cc1,1.1%
Clc1nc(NC2CCCCC2)c2cn[nH]c2n1,0.3%
O=C(CSc1nnc(C2CC2)n1C1CC1)c1ccc(F)cc1,-0.3%
CSCCC(NC(=O)COc1ccccc1)C(=O)N1CCCC(C(F)(F)F)C1 (stereo not given),0.2%[50 µM]
CC(Oc1cccc(Cl)c1)C(=O)Nc1cc(S(=O)(=O)N2CCOCC2)ccc1N1CCCCC1 (stereo not given),0.4%[50 µM]
CC(C)Sc1nnc(SCC(=O)N(C)C2CCS(=O)(=O)C2)s1 (stereo not given),1.1%[50 µM]
CC(C)(C)OC(=O)N(Cc1ccccc1)Cc1ccccc1OCc1cccc(NC(=O)C2CC2)c1,0.1%
Cc1ccc(C)c(C(=O)CCC(=O)NNC(=O)Cn2nc(C)cc2C)c1,0.1%[50 µM]
CN(C)S(=O)(=O)c1cccc(NC(=O)CCc2nc3sc4c(c3c(=O)[nH]2)CCCC4)c1,0.5%[50 µM]
CCCCn1c(N)c(N(CCOC)C(=O)CCCc2nc3ccccc3c(=O)[nH]2)c(=O)[nH]c1=O,0.6%[50 µM]
CC(C)CNC(=O)C(=O)Nc1ccc2c(c1)N(S(=O)(=O)c1cccs1)CCC2,1.6%[50 µM]
O=C(OCc1ccccc1)N1CCC2CC1c1cc(Cl)ccc12 (stereo not given),0.0%
Cc1c(NC(=O)CSc2nc3ccccc3c(=O)n2C(C)C)c(=O)n(-c2ccccc2)n1C,0.4%[50 µM]
CCN(CC(=O)Nc1c(F)cccc1F)C(=O)c1ccccn1,0.8%[50 µM]
COc1ccc(-n2nnnc2CNC(=O)c2ccc3ccccc3c2)cc1,-1.7%
O=C(Nc1ccncc1)c1cccc(S(=O)(=O)N2CCN(c3ccc(F)cc3)CC2)c1,0.2%[50 µM]
COc1ccc(NS(=O)(=O)c2cccc(C(=O)N/N=C/c3ccccc3OC)c2)cc1,0.7%[50 µM]
C[C@@H]1CN([C@H](C)CO)C(=O)c2cc(NC(=O)Cc3ccccc3)ccc2O[C@H]1CN(C)Cc1ccc(Oc2ccccc2)cc1,1.1%
COc1ccccc1-c1nc(-c2ccc(C(=O)O)cc2)no1,-0.2%
CC(OC(=O)CCN=C1NS(=O)(=O)c2ccccc21)C(=O)NCc1ccccc1 (stereo not given),1.2%[50 µM]
COc1ccc(NC(=O)c2ccc(NC(=O)CN3CCN(c4ccccc4)CC3)cc2)cc1,0.1%[50 µM]
C[C@H](CO)N1C[C@H](C)[C@@H](CN(C)Cc2ccccc2)Oc2c(NC(=O)C3CC3)cccc2C1=O,0.6%
Cc1cccc(C(=O)NCCC(=O)NCc2ccccc2F)c1,0.1%
CC(OC(=O)CC1CCCC1)C(=O)Nc1ccc(Cl)cn1 (stereo not given),0.4%[50 µM]
CS(=O)(=O)c1ccc(Cl)c(NC(=O)COC(=O)CNC(=O)c2cccs2)c1,-0.7%
O=C(OCC1COC(c2ccccc2)(c2ccccc2)O1)c1ccccc1 (stereo not given),-3.3%
Cc1cc(C)c(NC(=O)CSc2nc(=O)n3cc(C)ccc3n2)c(C)c1,0.6%[50 µM]
NS(=O)(=O)c1cccc(NC(=O)COC(=O)c2cc([N+](=O)[O-])ccc2N2CCCC2)c1,1.6%
Cc1ccc(NC(=O)/C=C/c2ccco2)cc1S(=O)(=O)N1CCCCCC1,-0.2%
CC(OC(=O)CCOc1ccccc1)C(=O)NC1CC1 (stereo not given),1.1%[50 µM]
CC(C)(C)[C@@H]1COC(=O)[C@@H](NC(=O)OCC2c3ccccc3-c3ccccc32)C/C=C\C[C@@H](CC(=O)NCCO)C(=O)N1,4.6%
COc1ccccc1C(=O)OCC(=O)NC12CC3CC(CC(C3)C1)C2,0.2%[50 µM]
COc1ccccc1-c1nnc(SC(C)C(=O)Nc2ccc(C(N)=O)cc2)o1 (stereo not given),0.3%[50 µM]
CN(CC(=O)Nc1ccc(N2CCOCC2)cc1)C(=O)C12CC3CC(CC(C3)C1)C2,-0.3%[50 µM]
CS(=O)(=O)c1cccc(C(=O)OCC(=O)c2ccc3c(c2)OCCO3)c1,1.1%[50 µM]
CC(=O)c1ccc(S(=O)(=O)NCC(=O)Nc2nc3ccccc3[nH]2)cc1,0.4%[50 µM]
COc1cc2ccccc2cc1C(=O)NC1CCCC1,-0.2%
COc1ccc2nc(SCC(=O)N(C)C3CCCCC3)[nH]c2c1,0.5%[50 µM]

# Retrieved by structure from above, 2 records:
SMILES,K1F lysis inhibition
COc1ccc(NC(=O)c2cc(-c3ccc(C)o3)nc3ccccc23)cc1,-1.3%
Cc1ccc(NC(=O)/C=C/c2ccco2)cc1S(=O)(=O)N1CCCCCC1,-0.2%

# Remaining list, next part:
SMILES,K1F lysis inhibition
CC1C(=O)N2CCCc3cc(NC(=O)C(=O)NCc4ccc5c(c4)OCO5)cc1c32 (stereo not given),1.9%[50 µM]
CSCCC(NC(=O)c1ccccc1Cl)C(=O)NCC(c1ccco1)N1CCCCC1 (stereo not given),1.8%[50 µM]
Cc1cc(=O)oc2cc(OCC(=O)OC(C)C(=O)Nc3ccc(S(N)(=O)=O)cc3)ccc12 (stereo not given),-2.1%
COC(=O)[C@H]1[C@@H](C)N(Cc2ccccc2)C(=O)N[C@H]1c1cccc(C(F)(F)F)c1,0.2%
CCC(=O)c1ccc(OCC(=O)OCC(=O)c2cc(C)n(C3CC3)c2C)cc1,0.4%[50 µM]
CN(CC(=O)Nc1ccc(F)cc1)C(=O)COC(=O)CSc1ccc(F)cc1,0.5%[50 µM]
O=C1CCN(Cc2ccccc2)C=C1c1ccc(Br)cc1,-0.4%
COc1ccc(CCC(=O)N2CCN(S(=O)(=O)c3cccc(Cl)c3)CC2)cc1,0.1%[50 µM]
Cc1nc2ccc(NC(=O)c3oc4ccc(F)cc4c3C)cc2s1,1.0%[50 µM]
COc1ccccc1CCC(=O)OCC(=O)Nc1c(C)nn(-c2ccccc2)c1C,0.5%[50 µM]
Cc1ccccc1C(=O)NCC(=O)OCC(=O)NC(C)C1CC2CCC1C2 (stereo not given),0.9%[50 µM]
CCc1ccc(OCC(=O)NNC(=O)c2cc(S(=O)(=O)N(C)C)ccc2N2CCCC2)cc1,0.3%[50 µM]
COc1ccc([C@H]2CC(=O)C=C(c3cc(F)ccc3F)C2)cc1OC,-0.5%
CC(C)NC1(C#N)CCN(Cc2ccccc2)CC1,-0.3%
O=C(COc1ncnc2sccc12)NC1CCCCC1,1.2%[50 µM]

# For convenience, part of the list above.
SMILES,K1F lysis inhibition
CC1C(=O)N2CCCc3cc(NC(=O)C(=O)NCc4ccc5c(c4)OCO5)cc1c32 (stereo not given),1.9%[50 µM]
CSCCC(NC(=O)c1ccccc1Cl)C(=O)NCC(c1ccco1)N1CCCCC1 (stereo not given),1.8%[50 µM]
Cc1cc(=O)oc2cc(OCC(=O)OC(C)C(=O)Nc3ccc(S(N)(=O)=O)cc3)ccc12 (stereo not given),-2.1%
COC(=O)[C@H]1[C@@H](C)N(Cc2ccccc2)C(=O)N[C@H]1c1cccc(C(F)(F)F)c1,0.2%
CCC(=O)c1ccc(OCC(=O)OCC(=O)c2cc(C)n(C3CC3)c2C)cc1,0.4%[50 µM]

# The listing continues.
SMILES,K1F lysis inhibition
O=C(Cc1ccc2c(c1)OCCO2)Nc1cc(Cl)ccc1N1CCOCC1,1.0%[50 µM]
CC(=O)c1ccc(OCC(=O)NCCC2=CCCCC2)cc1,-0.1%[50 µM]
Cc1ccc(NC(=O)CNC(=O)c2cccc(C)c2)nc1,0.2%[50 µM]
N#CC1(NC(=O)CSc2nc3ccccc3o2)CCCCC1,1.4%
C=CS(=O)(=O)N(Cc1ccccc1Br)[C@H](CO)Cc1ccccc1,0.0%
O=C(CN1CCN(CC(=O)c2ccccc2)CC1)c1ccccc1,-0.3%
CC(=O)c1ccc(NC(=O)COC(=O)Cc2ccsc2)cc1,-0.6%
Cc1cccc(C)c1NC(=O)CNC(=O)C(C)NC(C)c1ccccc1Br (stereo not given),0.1%[50 µM]
Cc1noc(C)c1CSCC(=O)NCCN1C(=O)S/C(=C\c2ccccc2F)C1=O,0.3%[50 µM]
CC(Sc1nnnn1C1CCCC1)C(=O)Nc1cccc(S(=O)(=O)N2CCOCC2)c1 (stereo not given),0.6%[50 µM]
Cc1ccc(-c2cn(CCN)c(-c3ccncc3)n2)cc1,-2.6%
O=C(CCc1ccccc1)Nc1cc2c(cc1C(=O)O)OCCCO2,-2.3%
COc1ccccc1NS(=O)(=O)c1cccc(C(=O)NCC2(N(C)C)CCCCC2)c1,0.4%[50 µM]
COc1ccc(C(=O)NCC(C)(C)N2CCOCC2)cc1S(=O)(=O)N1CCCC1,0.9%[50 µM]
Cc1ccc(NC(=O)COc2ccc(N(C)S(=O)(=O)c3ccc(F)cc3)cc2)cc1,0.0%[50 µM]
CCN(CC(=O)NC(=O)Nc1ccccc1F)Cc1ccccc1,0.8%[50 µM]
CCCN(CC(=O)Nc1ccccc1C)C(=O)c1ccc2[nH]c3c(c2c1)CC(C)CC3 (stereo not given),0.2%[50 µM]
CC(C)CN(C(=O)CSc1nc2ccccc2c(=O)[nH]1)c1c(N)n(CC(C)C)c(=O)[nH]c1=O,-0.6%[50 µM]
O=C(C[C@H]1C/C=C\CC[C@@H](Cc2ccc(F)cc2)C(=O)OCCNC1=O)NCCO,1.7%
CCC1CCCCN1C(=O)c1cc(S(=O)(=O)N2CCOCC2)ccc1C (stereo not given),0.2%
Cc1ccc(S(=O)(=O)Nc2cccc(C(=O)N3CCN(c4ccccc4O)CC3)c2)cc1F,0.4%[50 µM]
O=C(NCCc1ccc(Cl)cc1)C1CC(=O)N(C2CCCCC2)C1 (stereo not given),0.2%
COc1ccc(OC)c(-c2csc(NC(=O)CN3C(=O)C4CCCCC4C3=O)n2)c1 (stereo not given),0.5%[50 µM]
CCC(=O)CN(Cc1cc(OC)ccc1OC)S(=O)(=O)c1ccccc1Br,0.0%
CC(=O)N1CCN(C(=O)c2ccc(S(=O)(=O)Nc3ccccc3Cl)cc2)CC1,0.6%[50 µM]
COc1ccc2[nH]c3c(c2c1)CCN1C(=O)C(CC(=O)NCCCn2ccnc2)C[C@H](C(=O)N2CCOCC2)[C@@]31C (stereo not given in full),0.2%
c1ccc(CCNCc2cccs2)nc1,0.0%
CCOc1cc(/C=C2/N=C(c3ccc4c(c3)OCO4)OC2=O)ccc1OC(C)=O,0.2%[50 µM]
Cc1ccc(-n2c(C)nc3ccsc3c2=O)cc1,-0.7%
CCCCCCC[N+](CC)(CC)CCCCc1ccc(Cl)cc1,14%
CCS(=O)(=O)c1ccc(O)c(NC(=O)c2ccc(S(=O)(=O)N3CCCCCC3)cc2)c1,-2.3%
O=C1CC2(CCCC2)C(=O)N1CN1CCN(S(=O)(=O)c2ccc(F)cc2F)CC1,0.4%
O=C1CCC[C@@H]2Cc3nc4cc5c(cc4cc3[C@@H]3CCN1[C@H]23)OCO5,0.1%
O=C(NCC1CCCO1)c1cccc(NS(=O)(=O)c2ccccc2)c1 (stereo not given),0.6%[50 µM]
CCOC(=O)[C@H]1[C@H]2COc3ccc(C)cc3[C@@H]2N2C(=O)c3ccc(C)cc3NC(=O)[C@@]12C,2.6%
CC1(C)C(=O)Nc2ccccc2N1C(=O)COC(=O)Cc1ccc(Cl)c(Cl)c1,1.0%
CCCCN(C(=O)COC(=O)c1ccccc1)c1c(N)n(CCC)c(=O)[nH]c1=O,0.0%
